Screens from PubChem BioAssay.
S3 lipid droplet: qHTS Assay for Lipid Storage Modulators in Drosophila S3 Cells. Drosophila S3 cells, BODIPY lipid droplet fluorescence, 18-24 h; cells fed with added oleic acid. AID 2685, 2010. lipid storage change, negative = inhibition, % at the top dose, mostly 46.1 µM; hits show Potency in µM. 320,000 compounds, 0.64% hits; active means well fitted inhibition curve with a large enough effect in the signal ratio, with a control signal flat, not every such curve was filed as active; inconclusive means small, poorly fitted or top-dose-only effect, or effect the other way, or a change in a side signal; the % refers to the signal ratio
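Drosophila S3 cells loaded with oleic acid (400 uM, as added) and compounds at several concentrations; lipid droplets imaged by 488-nm laser-scanning cytometry, 500–530 nm intensity and object ratio to cell channel. Percent activity normalized to 20 uM Triacsin C.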
S3 lipid droplet cell count max: recorded beside S3 lipid droplet, whose call it bears; cell number change, %; measured here: cell count max response;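 cells counted by Cell Tracker Red CMTPX staining in the red channel; peak over a dose series mostly up to 46.1 µM; percent activity relative to internal control wells on each plate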
Starred values were filed as active, the others as inactive; i = inactive; ? = inconclusive; / = not tested or not shown. On the % scale 0 is the no-effect control and ±100 the full control effect; potency means the concentration at half of the fitted maximal effect. The list is partial (hit frequency here may not be typical).

item	SMILES	S3 lipid droplet cell count max	S3 lipid droplet
1	O=C1CSC(c2ccncc2)N1Cc1ccc(F)cc1 (stereo not given)	0.3	2.2%
2	O=C(COC(=O)C1c2ccccc2Oc2ccccc21)Nc1ccc2c(c1)OCO2	/	?
3	CCc1ccc(Nc2nc(C)cc(C)n2)cc1	/	?
4	COc1cc(-c2nc3cccc(C)n3c2NCC2CCCO2)ccc1O (stereo not given)	/	?
5	O=Cc1ccc2ccc3cccnc3c2n1	/	i
6	Cc1ccc(-c2nc3sc4c(c3c(=O)n2N)CC(C)(C)OC4)cc1	/	?
7	CC(=O)c1cccc(NC(=O)N[C@@H](CC(C)C)C(=O)O)c1	/	?
8	CCN1CCN(/C=N/c2nc(C)cs2)CC1	-0.3	0.7%
9	CCOC(=O)c1sc(=S)n2c1[nH]c(=O)c1ccc(C(=O)OC)cc12	1.2	8.9%
10	COc1ccc(OCC(=O)Nc2ccccc2OC(F)F)cc1	/	i
11	CC1(C)CC(=O)C=C(NCc2cccs2)C1	/	?
12	CCCOC(=O)c1ccc(-n2nnnc2SCC(=O)N2CCCCC2)cc1	/	?
13	COCCNC(=O)c1onc(CSc2cccc(OC)c2)c1C(=O)NCCOC	/	26.4%
14	Cc1ccc(CNS(=O)(=O)c2c(C(=O)N3CCCCC3)c(C)n(C)c2C)cc1	-3.0	i
15	CCNCCNC(=O)c1c(O)c2cccc3c2n(c1=O)CCC3	/	?
16	Cc1cc(C(=O)OCC(=O)N2CCN(C(=O)c3ccco3)CC2)c(C)n1-c1ccc(F)cc1	-4.4	14.5%
17	O=C(Cn1nc(-c2ccccc2)c2ccccc2c1=O)Nc1ccccn1	10.6	i
18	Cc1cc(C)nc(N2CCCC(C(=O)Nc3ccc4c(c3)OCO4)C2)n1 (stereo not given)	/	?
19	Cc1cc(=O)oc2c3c(cc(OCC(=O)NCc4ccco4)c12)OC(C)(C)CC3	/	?
20	CCCCOC(=O)c1ccc(Nc2ccc([N+](=O)[O-])cn2)cc1	/	?
21	CCN(CC)S(=O)(=O)c1c(Br)cc(C)cc1Br	/	?
22	CC1=C(C(=O)OC2CCCC2)C(c2coc3ccc(C)cc3c2=O)C2=C(CCCC2=O)N1 (stereo not given)	/	?
23	O=C(O)c1ccc(N2C(=O)CC(N3CCN(c4cccc(C(F)(F)F)c4)CC3)C2=O)cc1 (stereo not given)	/	?
24	Cn1c(-c2ccc(Cl)cc2)cnc1NCc1cc2c(cc1[N+](=O)[O-])OCO2	-1.7	-7.8%
25	C/C(CC(=O)Nc1ccccn1)=N\NC(=O)c1cnccn1	-5.0	4.6%
26	CCS(=O)(=O)Nc1ccc(NC(C)=O)cc1	8.3	i
27	O=[N+]([O-])c1ccccc1CNCCCCCO	/	?
28	O=C(NCc1ccco1)c1cc2n(n1)C(C(F)(F)F)CC(c1ccc(Cl)c(Cl)c1)N2 (stereo not given)	/	?
29	CCOC(=O)Cc1nnc(Nc2ccc(C(=O)NC)cc2)c2ccccc12	/	?
30	Cc1nccn1CCC(=O)O	/	?
31	O=[N+]([O-])/C(C(Cl)=C(Cl)Cl)=C(/Sc1ccccc1)N1CCCCC1	0.3	2.4%
32	O=C1CS/C(=C/C(=O)c2ccccc2)N1	-0.1	14.3%
33	Cc1cc(NC(=O)CSc2nc(-c3ccccc3)c(C#N)c(=O)[nH]2)no1	/	?
34	C=CCOC(=O)C1=C(C)Nc2[nH]c(=O)[nH]c(=O)c2C1c1ccccc1 (stereo not given)	/	?
35	COc1cc2c(cc1OC)C(C)N(C(=O)c1cc(Cl)nc(Cl)c1)CC2 (stereo not given)	28.2	24.1%
36	CCOC(=O)C(C)(C)Sc1nc2c(cnn2-c2ccc(C)cc2)c(=O)[nH]1	/	?
37	COc1cc(C(=O)NC2CCCc3ccccc32)cc(OC)c1C (stereo not given)	/	?
38	Cc1ccc(/C=N/N2CCN(C3c4ccccc4-c4ccccc43)CC2)o1	/	?
39	CCOC(=O)c1c(N)n[nH]c1-c1ccccc1	/	?
40	CCc1nnc(NC(=O)c2ccc(S(=O)(=O)N3CCOCC3)cc2)s1	12.5	20.0%
41	Cc1ccccc1NC(=O)c1ccccc1NC(=O)c1cccs1	/	?
42	Cc1ccccc1S(=O)(=O)N1[C@@H](c2ccccc2)C(C(=O)O)=CC[C@H]1c1ccc(Cl)cc1	/	?
43	COc1ccc(C(=O)O)nc1C	15.6	5.2%
44	N#Cc1ccc(Nc2nc(-c3ccc(O)cc3O)cs2)cc1C(F)(F)F	/	?
45	CC(C)(C)NC(=O)c1ccc2c(c1)C(=O)N(C1CCCCC1)C2=O	/	i
46	NC(=O)CC(c1ccccc1)c1ccc2c(c1)OCO2 (stereo not given)	/	?
47	COc1nccnc1NS(=O)(=O)c1ccc(N=Cc2c(C)[nH]n(-c3ccccc3)c2=O)cc1	24.3	16.3%
48	Oc1[nH]c2ccccc2c1N=Nc1ccc(F)cc1	-4.6*	20.6µM*
49	CN(C)c1ccc(NC(=O)Nc2cccc(Cl)c2)cc1	/	?
50	CC1(c2ccccc2)NC(=O)N(Cc2ccc([N+](=O)[O-])cc2)C1=O (stereo not given)	/	?
51	CCc1ccc(NC(=S)Nc2ccc3[nH]c(=O)[nH]c3c2)cc1	12.2	2.4%
52	CCC1CCCCN1C(=O)CSc1nnc(-c2ccco2)o1 (stereo not given)	-17.9	-1.7%
53	COc1cccc(C(=O)Nc2ccc(S(=O)(=O)N3CCCCC3)cc2)c1OC	/	?
54	CC#CC(=O)NC1CCCN(C2Cc3ccccc3C2)C1 (stereo not given)	7.1	18.8%
55	CCC(O)C(C)(C)C (stereo not given)	/	?
56	OCCC1CN(Cc2cnn(-c3ccc(F)cc3)c2)CCN1Cc1ccsc1 (stereo not given)	/	?
57	CN(CC(=O)Nc1ccc(Cl)c(Cl)c1)C1CCCCC1	/	?
58	CC(=O)Nc1ccc(S(=O)(=O)Nc2ccc(S(=O)(=O)Nc3ncccn3)cc2)cc1	/	?
59	COC(=O)C1=C(C)NC2=C(C1c1ccc(O)cc1)S(=O)(=O)c1ccccc12 (stereo not given)	/	i
60	CCOC(=O)C(CC)n1cnc2c(nnn2-c2cccc(OC)c2)c1=O (stereo not given)	/	?

Complete entries from above. Values in the order: S3 lipid droplet cell count max, S3 lipid droplet
Entry for CCC(O)C(C)(C)C (stereo not given) = /, ?
Entry for CCc1ccc(NC(=S)Nc2ccc3[nH]c(=O)[nH]c3c2)cc1 = 12.2, 2.4%

(more compounds)
item	SMILES	S3 lipid droplet cell count max	S3 lipid droplet
61	COc1ccc(Cl)cc1-c1nc(SCC(=O)NC(C)C(C)C)n[nH]1 (stereo not given)	1.6	-2.8%
62	O=C(CSc1nnnn1-c1cccc2ccccc12)N1CCOCC1	5.3	8.0%
63	O=c1[nH]c(-c2ccc(O)cc2)nc2scc(-c3cccs3)c12	/	?
64	COCCNC(=S)NNC(=O)c1cccs1	/	?
65	Cc1oc(-c2ccccc2Cl)nc1CS(=O)(=O)CC(=O)NCCc1ccccc1	/	?
66	CC(C)c1ccc(/C=C/C(=O)NC(=S)NN2CCOCC2)cc1	/	?
67	C/C(=N\NC(=O)c1cccs1)c1c(O)cc(C)oc1=O	-4.4	-11.1%
68	CC(=O)c1sc(NC(=O)COc2ccc(C(C)C)c(C)c2)nc1C	-37.9	i
69	Cc1cc2oc(=O)cc(CN3CCCCC3)c2cc1C(C)C	/	50.5%
70	COc1ccc(CNC(=O)c2cccc3c2C(=O)N(Cc2cccnc2)C3)cc1	/	?
71	COC(=O)c1cc2c(-c3ccccc3)cc3ccccn3c-2c1C(=O)OC	/	?
72	CC(=O)c1ccc(NC(=O)CN2C(=O)/C(=C/C=C/c3ccccc3)SC2=S)cc1	/	?
73	CC(/C=C/c1ccc2c(c1)OCO2)=N/NC(=O)COc1ccc(C)cc1	-0.3	3.6%
74	CN(C)c1ccc(C(CNC(=O)c2ccco2)N2CCCC2)cc1 (stereo not given)	/	?
75	CN(C(=O)COC(=O)C1CSC2(C)CCC(=O)N12)c1ccccc1 (stereo not given)	/	?
76	CCS(=O)(=O)N1CCN(CC(=O)NC2CCCCC2)CC1	/	?
77	CC1CCc2c(sc(NC(=O)c3ccc(Cn4cc([N+](=O)[O-])cn4)o3)c2C#N)C1 (stereo not given)	/	?
78	Cc1ccc2c(c1)nnn2C1CCN(S(=O)(=O)c2ccc3ccccc3c2)CC1	-6.2	0.3%
79	Cc1ccc(-c2cc(C(=O)Nc3cccnc3)c3ccccc3n2)s1	/	?
80	COc1cc2c(cc1OC)[C@H](C)N(C(=S)Nc1ccc(F)cc1)CC2	/	?
81	C=CCn1c(SCC(=O)c2c(N)n(C3CC3)c(=O)[nH]c2=O)nnc1-c1ccccc1OC	/	?
82	Cc1ccc(S(=O)(=O)N2CCC[C@H]2C(=O)OCC(=O)c2ccc3c(c2)NC(=O)CO3)cc1	-9.9	2.6%
83	Cc1cc(NS(=O)(=O)c2ccc(NC(=S)NC(=O)c3ccc(Cl)cc3Cl)cc2)no1	/	?
84	COc1ccc(NC(=O)CN(C)S(=O)(=O)c2ccc(Br)s2)cc1OC	/	?
85	Cc1cc(C)c(S(=O)(=O)Nc2c(C)[nH]c(=O)[nH]c2=O)c(C)c1	/	?
86	CCOc1cc(CN2CCCCC2)ccc1OC	1.3	7.8%
87	O=C(c1ccccc1)C1CCN(C(=O)c2cccs2)CC1	6.3	10.7%
88	O=C(COc1ccccc1)Nc1nnc(S(=O)(=O)N2CCCCC2)s1	/	?
89	N#Cc1ccc(CSc2nnc(-c3ccccc3)n2Cc2ccco2)cc1	/	?
90	CCCCOc1ccc(/C=C/C(=O)OCC(=O)c2c(N)n(C)c(=O)n(C)c2=O)cc1OCC	/	i

Reprinted from the part before: two compounds, followed by the next part.
item	SMILES	S3 lipid droplet cell count max	S3 lipid droplet
89	N#Cc1ccc(CSc2nnc(-c3ccccc3)n2Cc2ccco2)cc1	/	?
90	CCCCOc1ccc(/C=C/C(=O)OCC(=O)c2c(N)n(C)c(=O)n(C)c2=O)cc1OCC	/	i
91	Cn1c(=O)[nH]c(=O)c2c1nc(Br)n2CCCSc1nc2ccccc2o1	/	?
92	C=CCn1c(N)cc(=O)nc1SC(CC)C(=O)Nc1ccc(C(C)=O)cc1 (stereo not given)	/	?
93	COc1ccc(S(=O)(=O)NC2CC(C)(C)NC(C)(C)C2)cc1C(C)C	3.0	-0.6%
94	CCN(CC)CCN1C(=O)c2ccccc2NC1c1ccc(N(C)C)cc1 (stereo not given)	/	i
95	Cc1nc(-c2ccc(C#N)cc2)cs1	-4.7	0.1%
96	CCOc1cc(/C=N\NC(=O)Cc2ccccc2)ccc1OCC(=O)Nc1ccc(C)c(C)c1	/	?
97	O=C(c1ccc2c(=O)n(-c3ccccc3)c(=S)[nH]c2c1)N1CCN(c2ccccc2)CC1	/	?
98	Cc1cc(C)n(-c2ccc(F)cc2)c(=O)c1C(=O)O	-16.3	-15.6%
99	O=C(O)c1cc2ccc3ccccc3c2oc1=O	/	-20.8%
100	CCOC(=O)Cn1c(Br)nc2c1c(=O)[nH]c(=O)n2C	/	?
101	COc1ccc(C(=O)NCc2cccc(Cl)c2)cc1S(=O)(=O)N1CCOCC1	/	?
102	COc1ccc(Nc2nc(Nc3ccc(OC)cc3)nc(SC3=NCCS3)n2)cc1	/	?
103	CN1C(=O)c2ccc(NC(=O)c3c(C(=O)O)cccc3[N+](=O)[O-])cc2C1=O	/	?
104	O=C(O)Cn1ncc2c1-c1ccoc1CC2	/	?
105	CC(=O)N1c2ccccc2N2C(c3c(C)c(C)cc(C)c3C)=NON12	/	i
106	COc1ccc2oc(C(=O)OCC(=O)NC(=O)NC(C)C)c(C)c2c1	-7.1	0.5%
107	CCN(c1ccccc1)S(=O)(=O)c1ccc(OC)c(NC(=O)C2CC(=O)N(Cc3ccccc3)C2)c1 (stereo not given)	/	-23.3%
108	O=C(CN1CCN(C(=O)C2CCCO2)CC1)Nc1c(Cl)cccc1Cl (stereo not given)	/	?
109	CC(=O)C(Sc1ccc2nnc(-c3ccc(F)cc3)n2n1)C(C)=O	/	?
110	Cc1cc(-c2ccccc2)nc(SCc2ccc(C(=O)O)o2)n1	/	?
111	Cc1cc(C=NCCCO)c(C)n1-c1cc(Cl)ccc1Cl	/	?
112	CC(CCc1ccccc1)NC(=O)COC(=O)c1ccc(NC(N)=O)cc1 (stereo not given)	-11.5	-13.1%
113	O=C(COC(=O)c1ccc([N+](=O)[O-])s1)NCc1ccc(F)cc1	/	?
114	O=C(Nc1nc2ccccc2s1)C1CC(=O)N(c2ccc(Br)cc2)C1 (stereo not given)	1.0	i
115	CC1CCCCC1NC(=O)c1ccc(-n2cncn2)c([N+](=O)[O-])c1 (stereo not given)	/	?
116	CNC(=O)CCc1nc(-c2ccc(C(C)(C)C)cc2)no1	/	?
117	CC(C)(C)c1ccc(C2(C)NC(=O)N(CC(=O)c3ccc[nH]3)C2=O)cc1 (stereo not given)	-4.4	0.1%
118	O=C(Oc1cc(Cl)cc(Cl)c1)c1cnc2n(c1=O)CCS2	-2.4	-17.8%
119	Cn1c2ccccc2c2cc(/C=N/NC(=O)c3cc(O)cc(O)c3)ccc21	/	?
120	CN(C)CCCn1c(N)c(C#N)c2nc3ccccc3nc21	-2.9	-14.9%
121	CCCNC(=O)c1cccc(Br)c1	/	-5.5%
122	O=c1nc2ccccc2c2n1CC(CN1CCN(c3ccc(F)cc3)CC1)N2 (stereo not given)	/	?
